Compound activity (PubChem)
Arrestin-AP2 inh: blocks beta-arrestin peptide binding to AP2 adaptin; inhibition, % at 10 µM; 340,000 tested, 0.31% active; FITC-arrestin peptide / GST-AP2 beads, flow cytometry; AP2 beta2 appendage carries R879A mutation;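 active means inhibition above a set limit, near 3 SD of compounds lacking own fluorescence, cut at about 54% in these data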;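 further: plate controls were DMSO wells for no effect and 5 µM unlabelled arrestin peptide for full effect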
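System: GST-AP2 R879A glutathione beads | Also added: FITC-arrestin peptide, 50 nM | Times: 12 min plus 1 h, RT | Signal: Bead flow cytometry, FITC channel | Buffer or medium: PBS with 0.05% Tween 20 and 0.1% BSA | Read-out basis: Percent drop in bead-associated FITC signal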
SR-BI uptake up: SR-BI HDL lipid transfer activation. CHO ldlA[mSR-BI] cells, DiI-HDL uptake fluorescence, 3 h; 100 = double the neutral-control signal. activation, % at 12.5 µM. 320,000 tested, 0.096% active;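 active means mean replicate activation of at least 60% and every replicate at or above 60%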;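 further: 0% = median plate neutral-control signal and 100% = twice that signal; values of inactives mirror those of a sister screen read the other way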
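Test system: SR-BI-overexpressing, LDLR-lacking CHO cells; Also added: labelled HDL, 10 µg/mL; Measured by: bottom-read cell fluorescence after medium removal, ex 550/em 595 nm; Timing: 3 h uptake period with compound, 37 °C; Buffer or medium: F12, 0.5% BSA, 25 mM HEPES; Doses: single compound concentration, delivered by pin transfer.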
PKA-R1A act: activators of PKA-R1A complex | 340,000 tested, 0.083% active | activation, % at 11.4 µM | AID 504707 | PKA-R1A dissociation, Cy5-IP20 fluorescence polarization; scaled: DMSO 0%, 113 µM cGMP 100% | P00514+P68181;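 active means percent activation above the mean of all tested compounds plus 3 SD, cut at about 19% in these data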;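 further: higher means more PKAc released from R1A so a rise in polarization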
NSD2 inh: inhibitors of human histone methyltransferase NSD2; 310,000 tested, 0.54% active; NSD2 peptide methylation, AlphaScreen, 120 min; inhibition, % at 12.5 µM; in the data active means inhibition above about 50%
dFosB activator: activators of mouse delta FosB homodimer; P13346; purified delta FosB, TAMRA-CDK5 oligo fluorescence polarization; percent of positive-control signal above neutral wells; activation, % at 25 µM; 340,000 tested, 0.99% active;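 active means mean activation above about 17%, with every replicate also reaching it, limit read from the data, passing the limit was not always enough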;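 further: fluorescence polarization rise as delta FosB binds a TAMRA Cdk5 AP-1 oligo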
Target sequence (P13346 whole entry, looked up): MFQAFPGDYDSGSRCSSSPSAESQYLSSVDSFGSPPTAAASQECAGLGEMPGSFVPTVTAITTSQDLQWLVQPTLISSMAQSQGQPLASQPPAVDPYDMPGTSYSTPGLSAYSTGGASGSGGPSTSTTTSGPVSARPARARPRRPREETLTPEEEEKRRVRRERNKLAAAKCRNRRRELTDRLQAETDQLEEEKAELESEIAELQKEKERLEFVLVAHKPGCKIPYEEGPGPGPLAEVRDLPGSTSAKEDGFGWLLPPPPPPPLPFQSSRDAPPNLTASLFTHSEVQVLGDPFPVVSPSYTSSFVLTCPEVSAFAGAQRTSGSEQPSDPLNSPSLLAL
MITF TRPM1 HTS: MITF TRPM1 promoter activation in melanoma cells; activation, % at 12.5 µM; SK-MEL-5 TRPM1-promoter luciferase, 24 h; % of positive control, neutral wells = 0; 300,000 tested, 0.75% active;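 active means mean activation of at least 80% with every replicate also reaching 80%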;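 further: 0% = neutral control wells and 100% = parthenolide positive control wells; values of inactives mirror those of a sister screen read the other way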
CDK5 inh: CDK5/p35 (human) kinase inhibition; Q00535+Q15078; Recombinant CDK5/p35, ADP-Glo luminescence, 60 min; inhibition, % at 10 µM; 330,000 tested, 0.01% active; AID 488839;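 active means highest replicate inhibition of at least 50% and at least 75% of replicates reaching 50%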;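 further: plate controls were DMSO neutral control for no effect and GW8510 at 10 µM for full effect; many of its hits are not listed in these tables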
SR-BI DiI inh: inhibitors of mouse SR-BI mediated HDL lipid uptake; Q61009; ldlA[mSR-BI] CHO cells, DiI-HDL uptake fluorescence, 3 h; inhibition, % at 12.5 µM; 320,000 tested, 0.96% active;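 active means mean replicate inhibition of at least 70% and a set share of replicates each scoring 70 or more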;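 further: 0% = median of neutral control wells and 100% = median of positive control wells; values of inactives mirror those of a sister screen read the other way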
Target sequence (Q61009 whole entry, looked up): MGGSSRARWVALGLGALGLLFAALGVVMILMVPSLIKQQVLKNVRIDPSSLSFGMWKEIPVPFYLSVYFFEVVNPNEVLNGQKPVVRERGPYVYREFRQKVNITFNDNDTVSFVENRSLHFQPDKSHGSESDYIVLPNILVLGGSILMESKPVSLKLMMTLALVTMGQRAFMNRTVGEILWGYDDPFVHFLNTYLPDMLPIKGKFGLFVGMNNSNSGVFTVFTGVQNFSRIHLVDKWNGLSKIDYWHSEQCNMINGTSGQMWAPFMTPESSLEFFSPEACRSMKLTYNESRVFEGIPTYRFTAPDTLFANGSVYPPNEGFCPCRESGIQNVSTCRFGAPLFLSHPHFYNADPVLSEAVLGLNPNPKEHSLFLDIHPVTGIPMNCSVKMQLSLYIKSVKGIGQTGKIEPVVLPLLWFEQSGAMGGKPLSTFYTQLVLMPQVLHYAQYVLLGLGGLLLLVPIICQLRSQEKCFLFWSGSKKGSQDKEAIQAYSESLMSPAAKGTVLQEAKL
SUMO Mot1 rescue: blocks SUMOylation pathway, rescuing yeast Mot1-301 growth. AID 2716. 320,000 tested, 1% active. growth rescue, % at 18.8 µM. S. cerevisiae Mot1-301 growth rescue, ATP luminescence, 38.5C; percent above DMSO median, 100 means doubled;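 active means every valid replicate shows activation above 250% relative to neutral control wells; inactive means the rest, any valid replicate at or below 250%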;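 further: OY570 slx delta 5 strain wells were the positive control but not used for scaling; some compounds called inactive have numbers as strong as hits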
PKA-R2B activ: activators of human PKA-R2B complex | 340,000 tested, 0.079% active | activation, % at 11.4 µM | AID 504700 | PKA-R2B holoenzyme dissociation, Cy5-IP20 fluorescence polarization; R2B truncated from residue 108, S112A mutant; 0% DMSO only, 100% 113 µM cGMP | P22694+P31323;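 active means activation above a cutoff set at the mean over all compounds plus 3 SD, cut at about 18% in these data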;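 further: higher means more holoenzyme dissociation and a rise in polarization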
DSG3 Ab inh: blocks pemphigus antibody binding to human desmoglein-3. DSG3-coupled beads, scFv-anti-DSG3-GFP binding, flow cytometry; active compounds read low. binding (percent of control), % at 10 µM. 310,000 tested, 0.48% active. AID 588358;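 active means binding more than 3 SD below its plate's average and above zero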;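 further: hits lower antibody fragment binding to DSG3; some compounds called inactive have numbers as strong as hits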
* marks the source's active call; other numbers are inactive results; x = no result given. This is a random part of the collection. Share with any hit: about 4.7%.

SMILES | Arrestin-AP2 inh | SR-BI uptake up | PKA-R1A act | NSD2 inh | dFosB activator | MITF TRPM1 HTS | CDK5 inh | SR-BI DiI inh | SUMO Mot1 rescue | PKA-R2B activ | DSG3 Ab inh
CO/N=C/C(NC(=O)c1ccc(C(F)(F)F)cc1)C(=O)OC (stereo not drawn) | 6 | 10 | -9 | -2 | -8 | 13 | 1.8 | -10 | 13 | 16 | x
C=CCn1c(CNS(=O)(=O)c2ccc(Br)cc2)nnc1SC | 0 | 16 | -1 | 0 | 1 | 4 | -1.8 | -16 | -25 | 6 | 119
CCn1ncc(Br)c1C(=O)Nc1cc(C)ccc1F | 8 | -6 | -5 | 39 | -7 | -10 | 0.2 | 6 | 1 | 7 | 101
CC(C)CCNC(=O)[C@H](CSCc1ccccc1)N1Cc2ccccc2C1=O | 0 | 17 | 2 | x | -3 | -8 | -0.5 | -17 | -20 | 4 | 104
Cc1nc2ccc(S(=O)(=O)NCC(=O)NCc3ccc4c(c3)OCO4)cc2s1 | 6 | x | -6 | -3 | -5 | -7 | 0.0 | -27 | 26 | -5 | 108
O=C(CC1C(=O)NCCN1Cc1ccccn1)NCCc1ccccc1F (stereo not drawn) | 3 | 2 | -3 | x | -2 | 3 | -4.6 | -2 | 17 | -8 | 107
COc1cc(C2/C(=C(/O)c3ccccc3)C(=O)C(=O)N2c2ccccn2)ccc1O (stereo not drawn) | 1 | 8 | x | -12 | 1 | 3 | -4.3 | -8 | 741 | x | x
Cc1cccc(C)c1NC(=O)CN(C)S(=O)(=O)c1ccc(-c2ccc(=O)[nH]n2)s1 | -12 | 14 | -7 | 2 | -8 | -10 | -0.4 | -14 | 148 | -9 | 101
CC(=O)Oc1cccc(N2C(=O)C3C4C=CC(C4)C3C2=O)c1 (stereo not drawn) | -2 | -4 | 0 | 0 | -1 | x | 1.4 | 4 | -4 | 3 | 96
O=C1c2ccccc2C(=O)c2c1cccc2-n1nnc2ccccc21 | 3 | -6 | 3 | -1 | 2 | x | -2.0 | 6 | -23 | -2 | 94
COc1ccc(C(=O)OCC(=O)Nc2c(C)n(C)n(-c3ccccc3)c2=O)cc1 | -8 | 22 | -2 | 51* | 0 | -4 | 1.5 | -22 | -1 | -2 | 95
O=C(Cc1c[nH]c2ccccc12)NNC(=O)c1ccccc1 | 3 | 25 | -5 | 2 | -3 | -12 | 0.8 | -25 | -4 | -7 | 103
Cc1c(C#N)c2ccccc2n1C | -12 | 13 | -7 | -3 | 5 | x | -2.0 | -13 | -10 | 8 | 100
O=C(c1ccco1)N1CCN(Cc2nnnn2C2CCCCC2)CC1 | -17 | 0 | -10 | x | -6 | 0 | -9.0 | 0 | 176 | -1 | x
O=Cc1ccccc1-c1cn(CN2C(=O)c3ccccc3C2=O)nn1 | 11 | -14 | 3 | x | -2 | 10 | 0.1 | 14 | 0 | -1 | 107

By substructure, the entries above with sulfur (4)
SMILES | Arrestin-AP2 inh | SR-BI uptake up | PKA-R1A act | NSD2 inh | dFosB activator | MITF TRPM1 HTS | CDK5 inh | SR-BI DiI inh | SUMO Mot1 rescue | PKA-R2B activ | DSG3 Ab inh
C=CCn1c(CNS(=O)(=O)c2ccc(Br)cc2)nnc1SC | 0 | 16 | -1 | 0 | 1 | 4 | -1.8 | -16 | -25 | 6 | 119
CC(C)CCNC(=O)[C@H](CSCc1ccccc1)N1Cc2ccccc2C1=O | 0 | 17 | 2 | x | -3 | -8 | -0.5 | -17 | -20 | 4 | 104
Cc1nc2ccc(S(=O)(=O)NCC(=O)NCc3ccc4c(c3)OCO4)cc2s1 | 6 | x | -6 | -3 | -5 | -7 | 0.0 | -27 | 26 | -5 | 108
Cc1cccc(C)c1NC(=O)CN(C)S(=O)(=O)c1ccc(-c2ccc(=O)[nH]n2)s1 | -12 | 14 | -7 | 2 | -8 | -10 | -0.4 | -14 | 148 | -9 | 101

Next entries.
SMILES | Arrestin-AP2 inh | SR-BI uptake up | PKA-R1A act | NSD2 inh | dFosB activator | MITF TRPM1 HTS | CDK5 inh | SR-BI DiI inh | SUMO Mot1 rescue | PKA-R2B activ | DSG3 Ab inh
Cc1ccc(-c2c3c(=O)n(C)c(=O)n(C)c3cn2Cc2ccccc2)cc1 | 0 | 9 | 3 | 1 | -6 | x | -0.3 | -9 | 3 | -2 | 93
Cc1ccc(C(=O)N(c2ccccn2)C(C)c2ccco2)cc1 (stereo not drawn) | 31 | 33 | -14 | 0 | 0 | 22 | -0.9 | -33 | x | 6 | x
O=C(Cc1ccccc1)N1CCN=C1SCc1cccc([N+](=O)[O-])c1 | 2 | x | -2 | x | 0 | -4 | 0.1 | x | 2 | 3 | 105
CCOc1ccc(N(C(=O)CNC(=O)c2ccco2)C(C(=O)NC2CCCC2)c2ccncc2)cc1 (stereo not drawn) | 26 | 8 | 9 | -4 | 6 | -7 | 0.1 | -8 | 7 | -4 | 100
CC(C)N1CC23C=CC(O2)C(C(=O)OCc2ccccc2)C3C1=O (stereo not drawn) | 7 | 12 | 8 | x | -3 | 4 | 1.5 | -12 | 6 | 3 | 101
Fc1ccc(-n2c(-c3ccc4c(c3)OCO4)n[nH]c2=S)cc1Cl | 8 | 9 | 11 | 1 | 2 | 72 | 1.5 | -9 | 4 | -10 | 94
Cc1cccc(NC(=O)NNC(=O)c2nn(C)cc2Br)c1 | 9 | 17 | -5 | -4 | 2 | -1 | x | -17 | -17 | 7 | 99
Oc1ccc(C(c2nnnn2C2CCCCC2)N2CCOCC2)cc1 (stereo not drawn) | -14 | 17 | -1 | x | -4 | -2 | 1.0 | -17 | 27 | 5 | 105
c1ccc(-c2nc(N3CCNCC3)nc3ccccc23)cc1 | 21 | -5 | -4 | -10 | -10 | -1 | 0.5 | 5 | 5 | -1 | 94
COc1cccc(CNC(=O)c2cc(S(=O)(=O)N3CCOCC3)cn2C)c1 | 0 | -2 | 0 | x | -11 | x | -0.5 | 2 | 6 | 0 | 100
COCCCN(C(=S)NC(=O)C12CC3CC(CC(C3)C1)C2)c1c(N)n(Cc2ccccc2)c(=O)[nH]c1=O | 4 | 4 | 4 | -3 | -16 | 3 | -0.9 | -4 | 3 | -3 | 106
Cc1ccccc1NC(=O)COc1ccc2c(c1)OC(C)(C)CC2=O | 34 | 10 | -2 | 0 | 9 | -11 | 2.7 | -10 | 3 | -5 | 101
CCOC(=O)C1(CCOc2ccccc2)CCN(Cc2cc(OC)c(O)cc2Cl)CC1 | 6 | -25 | 2 | 7 | -11 | -17 | 0.5 | 25 | 237 | -3 | 101
Cn1ncc(Cl)c1C(=O)Nc1nnc(C2CC2)s1 | 4 | 15 | -14 | x | 2 | 1 | 0.7 | -15 | 12 | -1 | x
O=C(CSc1n[nH]c(-c2ccccc2)n1)c1ccc(O)c(O)c1 | 12 | 20 | -6 | -1 | 11 | 6 | 0.1 | -20 | -18 | -1 | 120

An excerpt from above, limited to Arrestin-AP2 inh:
compound | Arrestin-AP2 inh
c1ccc(-c2nc(N3CCNCC3)nc3ccccc23)cc1 | 21
COc1cccc(CNC(=O)c2cc(S(=O)(=O)N3CCOCC3)cn2C)c1 | 0
COCCCN(C(=S)NC(=O)C12CC3CC(CC(C3)C1)C2)c1c(N)n(Cc2ccccc2)c(=O)[nH]c1=O | 4

Continuation.
SMILES | Arrestin-AP2 inh | SR-BI uptake up | PKA-R1A act | NSD2 inh | dFosB activator | MITF TRPM1 HTS | CDK5 inh | SR-BI DiI inh | SUMO Mot1 rescue | PKA-R2B activ | DSG3 Ab inh
O=C(CCCc1nc(-c2ccc(Cl)cc2)no1)NC1CCCC1 | -8 | -15 | 1 | -1 | -2 | -27 | 0.7 | 15 | 278 | 4 | 103
CS(=O)(=O)N1CC2CCCN2c2ccc(C(F)(F)F)cc21 (stereo not drawn) | -8 | -2 | -7 | -1 | -14 | 8 | -0.3 | 2 | 213 | 9 | 98
O=C(COC(=O)C1CCCCC1)Nc1ccc(N2CCCCC2)cc1 | 5 | 30 | 3 | 16 | -2 | 24 | -2.8 | -30 | x | -5 | 111
COc1cc(SC)ccc1C(=O)OC1CCOC1=O (stereo not drawn) | 8 | 25 | 3 | -4 | -6 | 1 | -0.9 | -25 | -3 | 0 | 92
Cc1noc(C)c1COc1ccc(C(=O)N2CCN(S(=O)(=O)c3cccc(F)c3)CC2)cc1 | 9 | -11 | 11 | -1 | -5 | 4 | -1.2 | 11 | 4 | 4 | 91
COc1ccc(OCCn2ccnc2C)cc1 | 0 | 9 | 4 | -4 | 4 | 3 | -0.8 | -9 | 5 | 1 | 96
Cc1oc(-c2ccccc2Cl)nc1CS(=O)CC(=O)NC1CC1 (stereo not drawn) | -4 | 17 | -8 | 6 | 6 | -2 | -3.8 | -17 | 4 | 2 | 102
Cn1nc(C(=O)Nc2cccc(Cl)c2)cc1C(=O)Nc1cccc(Cl)c1 | 21 | -59 | 3 | 0 | 33* | 16 | -1.0 | 59 | 9 | 4 | 107
O=C(NCC1CCCO1)c1cc(C(=O)C2CC2)c[nH]1 (stereo not drawn) | 1 | x | -13 | -3 | 1 | x | -0.5 | x | -5 | -5 | x
O=C(NCCOC(=O)c1ccc(Cl)cc1)c1cccnc1 | -1 | 36 | -5 | 0 | -4 | -6 | -2.1 | -36 | -32 | 7 | 123
CN(c1ccccc1)c1ccc(/C=N/NC(=O)CC#N)cc1 | -3 | -6 | 13 | -5 | -5 | 3 | -1.1 | 6 | 1 | -5 | 112
COc1ccccc1NC(=O)C(C)N1C(=O)C2CCCCC2C1=O (stereo not drawn) | 3 | -9 | -8 | -1 | 1 | 3 | 0.8 | 9 | 63 | -1 | x
Cc1ccc(S(=O)(=O)NCCNC(=O)C2CCCNC2=O)cc1 (stereo not drawn) | -5 | 16 | -2 | 0 | 6 | -12 | 0.6 | -16 | -5 | -18 | 94
COc1ccc(/C=C2/Sc3ccc(C(=O)N4CCOCC4)cc3NC2=O)cc1OC | 24 | -29 | -6 | -3 | -7 | 8 | 1.7 | 29 | -13 | 3 | 104
COc1ccc2c(c1)CCc1cc(C(=O)N3CCN(c4ccc(N5CCOCC5)nn4)CC3)sc1-2 | -7 | -77 | -3 | x | 2 | x | 2.2 | 77* | 350 | 6 | 101
